Screening results (PubChem)
Vif-APOBEC3G blk – inhibitors of Vif-APOBEC3G interaction; Q9HC16; HeLa A3G-eYFP + Vif (tagged APOBEC3G with the HIV-1 protein that degrades it), YFP fluorescence, overnight; Potency, µM (titrated, usually from 46.1 µM), for inactives: top-dose activity, negative = active, hits mostly inhibitors; actives 0.076% (n = 410,000); AID 602310;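 further: potency means the concentration at half of the fitted maximal effect; on the % scale 0 is the no-effect control and ±100 the full control effect; nearly all actives have a fitted effect of over 60% in size; hits raise eYFP signal because A3G escapes Vif-driven loss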
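HeLa cells stably expressing Vif and C-terminally eYFP-tagged A3G, seeded overnight at 37 deg C, then exposed to compound by pintool overnight at 37 deg C. Rise in yellow fluorescence (Ex 488/Em 500-530, Acumen) marks blocked Vif-driven A3G degradation.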
Vif-APOBEC3F blk – inhibitors of Vif-A3F interaction; HeLa A3F-eYFP + Vif (tagged APOBEC3F with the HIV-1 protein that degrades it), YFP fluorescence increase; Potency, µM (series often up to 46.1 µM), for the others: at the top dose activity, negative = active; actives 0.2% (n = 390,000); AID 602313; further: potency means the concentration at half of the fitted maximal effect; % of control where 0% means no effect; nearly all actives have a fitted effect of over 65% in size
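Fluorescence increase (Ex 488/Em 500-530) after overnight compound treatment at 37 deg C flags inhibition of Vif-driven A3F-eYFP loss in stable HeLa A3F-eYFP/Vif cells seeded overnight beforehand.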
D1 ag – activates the human D1 dopamine receptor | AID 504660 | P21728 | HEK293 T-REx D1 cells, calcium flux, agonist mode | activation, % at 2 µM | actives 1% (n = 360,000); in the data active means activation above about 30%; further: 0% is about no effect
Target sequence (P21728 whole entry, looked up): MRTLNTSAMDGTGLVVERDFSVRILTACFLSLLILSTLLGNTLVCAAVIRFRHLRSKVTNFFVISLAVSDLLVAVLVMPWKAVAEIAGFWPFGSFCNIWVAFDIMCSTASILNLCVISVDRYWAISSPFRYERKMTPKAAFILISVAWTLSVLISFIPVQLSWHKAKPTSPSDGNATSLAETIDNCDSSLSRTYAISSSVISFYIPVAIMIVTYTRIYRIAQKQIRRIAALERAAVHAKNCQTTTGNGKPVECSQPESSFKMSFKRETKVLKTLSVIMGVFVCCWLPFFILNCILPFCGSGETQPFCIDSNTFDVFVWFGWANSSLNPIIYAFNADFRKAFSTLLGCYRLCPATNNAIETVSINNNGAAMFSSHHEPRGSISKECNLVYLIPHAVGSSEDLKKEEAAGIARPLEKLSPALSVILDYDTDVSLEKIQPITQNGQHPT
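Agonism was scored from calcium flux recorded over 180 s (1 read/s) after pintool compound addition, following a 10-cycle baseline. Cells were inducible force-coupled HEK293 TREx D1, plated overnight at 30 C and loaded with no-wash calcium dye.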
D2 potentiator – D2 dopamine receptor (human) potentiation; HEK293 T-REx D2, calcium flux, EC20 dopamine potentiation; potentiation, % at 10 µM; actives 0.34% (n = 340,000); AID 485347;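 active means potentiation over 3 SD above the plate norm, cut at about 30% in these data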; further: 0% is about no effect
Target sequence (P14416 whole entry, looked up): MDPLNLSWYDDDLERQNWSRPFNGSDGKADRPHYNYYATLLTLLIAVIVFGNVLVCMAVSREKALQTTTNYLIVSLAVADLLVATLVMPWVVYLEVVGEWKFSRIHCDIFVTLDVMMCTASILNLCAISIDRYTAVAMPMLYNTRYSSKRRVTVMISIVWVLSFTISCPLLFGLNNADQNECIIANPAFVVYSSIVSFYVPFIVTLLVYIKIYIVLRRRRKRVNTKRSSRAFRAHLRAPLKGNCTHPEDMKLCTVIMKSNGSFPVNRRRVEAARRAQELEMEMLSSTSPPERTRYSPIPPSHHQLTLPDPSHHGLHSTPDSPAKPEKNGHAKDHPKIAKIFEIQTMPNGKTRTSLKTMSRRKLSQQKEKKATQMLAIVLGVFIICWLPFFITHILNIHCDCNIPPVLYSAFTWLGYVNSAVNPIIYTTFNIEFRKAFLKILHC
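Using a no-wash calcium dye in inducible, force-coupled HEK293 Trex cells expressing D2, we tracked fluorescence each second for 180 s after compound, then for 180 s after EC20 dopamine to detect augmented signalling.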
D1 antagonist – blocks dopamine activation of the human D1 receptor. actives 3.2% (n = 360,000). HEK293 TREx D1 cells, calcium flux, dopamine EC80; stronger effect = lower value. activity change, negative = inhibition, % at 10 µM; in the data active means activity change below about -30%; further: on the % scale 0 is the no-effect control and ±100 the full control effect
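Antagonism measured as reduced calcium response to an EC80 dopamine addition following 180 s compound pre-read; cells were inducible HEK293 Trex D1 plated overnight at 30 C, read kinetically at 1 cycle/sec.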
RXFP1 agonist – agonists of human relaxin receptor RXFP1 | Potency, µM (highest dose often 57.5 µM), for inactives: top-dose activation, hits mostly activators | HEK293T-RXFP1 cAMP TR-FRET, 30 min; response scale: percent of porcine relaxin response, buffer zero | Q9HBX9 | actives 0.3% (n = 370,000); further: potency means the concentration at half of the fitted maximal effect; on the % scale 0 is the no-effect control and ±100 the full control effect; nearly all actives have a fitted effect of over 60% in size; many of its hits are not listed in these tables
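HEK293T cells stably expressing RXFP1 were pretreated with the PDE4 inhibitor Ro 20174, exposed to compounds for 30 min at 37C, lysed, and cAMP was read by TR-FRET. Data normalized to buffer (basal) and 29 nM porcine relaxin (100%).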
LDHA block – inhibitors of human lactate dehydrogenase A; P00338; purified LDHA, NADH/diaphorase-resazurin fluorescence; stronger effect = lower value; activity change, % (values are at about 110 or 230 µM); actives 0.15% (n = 480,000); in the data active means activity change below about -30%; inconclusive means mostly about -25% to -30%;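 further: plate controls were DMSO wells for no effect and wells without enzyme for full effect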
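Enzyme activity of human lactate dehydrogenase 5 (2 nM; 0.06 mM NADH, 0.2 mM pyruvate, 5 min, RT) is measured via a resazurin/diaphorase fluorescence readout of residual NADH.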
Glioma ERSR ind – inducers of ER stress response in human glioma cells; U87-MG GRP78 promoter luciferase reporter, 16 h; Potency, µM, for the others: at the highest dose activation, hits mostly activators; actives 0.02% (n = 420,000); AID 602332; further: potency means the concentration at half of the fitted maximal effect; series mostly up to about 76 µM; % of control where 0% means no effect; nearly all actives have a fitted effect of over 35% in size
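Stably transfected U87-MG human glioma cells carrying a GRP78-based luminescent sensor were seeded at 1000 cells/well, pin-dosed with compounds and incubated 16 h. Luciferase reagent was then added, and end-point luminescence was read after 10 min at room temperature.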
D1 PAM – enhances dopamine response at the human D1 receptor; actives 0.036% (n = 360,000); HEK293 TREx D1 cells, calcium flux, dopamine EC20 potentiation; AID 504651; potentiation, % at 10 µM; in the data active means potentiation above about 30%; further: 0% is about no effect
An asterisk follows results filed as active; ? = inconclusive; nt = no result given. Unless noted, the call rests on the fitted dose curve; in most records, active means well fitted curve in the direction sought with a large enough effect; inconclusive means small, poorly fitted or top-dose-only effect, or another doubt; inactive means no such curve, though single readings can be large; an effect the other way counts as inactive or inconclusive. The list is partial, so the mix of outcomes need not match the whole.

SMILES	Vif-APOBEC3G blk	Vif-APOBEC3F blk	D1 ag	D2 potentiator	D1 antagonist	RXFP1 agonist	LDHA block	Glioma ERSR ind	D1 PAM
CC(C)c1ccc(C2=CC(c3ccc(C(C)C)cc3)n3nnnc3N2)cc1 (stereo not given)	-0.1%	-15.1%	3.7	nt	17.3	-0.2%	5.4	3.2%	2.4
Cc1ccccc1NC(=O)Nc1ccccc1Br	0.4%	-1.4%	-0.4	13.8	-1.8	0.9%	-1.9	6.5%	-5.2
CCc1ccc2c(c1)c(=O)c(S(=O)(=O)c1ccccc1)cn2CC(=O)Nc1ccc(OC)cc1	0.3%	-12.2%	4.0	-25.5	17.0	1.7%	4.4	-1.7%	-1.5
CN(CC(=O)N1CCN(C2CCCCC2)CC1)S(=O)(=O)c1cccc2nsnc12	1.4%	-4.7%	1.4	nt	-9.1	4.8%	-11.4	-1.4%	-0.8
Cc1nc(N)sc1-c1csc(Nc2ccccc2)n1	-11.2%	5.0%	0.7	-2.7	-10.9	0.6%	6.3	4.9%	-4.8
O=C(Nc1ccc(Oc2ccccc2)cc1)c1cnc2n(c1=O)CCS2	-0.4%	-0.3%	8.3	4.2	-12.6	0.3%	-1.7	-2.8%	8.2
CCOC(=O)c1ccc(N2C(=O)CC(Sc3nnc(C)s3)C2=O)cc1 (stereo not given)	0.4%	nt	1.7	-3.9	-20.7	-1.2%	-1.7	-3.9%	-9.2
Cc1ccc(C)c(C(=O)COC(=O)c2cc([N+](=O)[O-])ccc2N2CCOCC2)c1	1.6%	4.5%	4.9	-13.9	-3.2	2.0%	-3.0	4.0%	-9.8
NC(=O)CC(NC(=O)c1ccccc1)c1ccc(NCCc2cccc(F)c2)c([N+](=O)[O-])c1 (stereo not given)	-0.6%	?	2.2	-6.4	8.3	0.0%	-0.9	2.8%	-2.3
Cc1cc(SCC(=O)N(C)C2CCS(=O)(=O)C2)nc2c(C)cccc12 (stereo not given)	-9.3%	0.2%	0.8	-4.3	-3.1	13.7%	-2.5	-2.6%	-4.3
COc1ccc(CN2CCN(C3CCC3)CC2CCO)c(C)c1C (stereo not given)	0.0%	4.7%	-2.5	-3.7	-14.0	-1.9%	-0.2	-4.4%	-1.5
N/C(=N\OC(=O)Cc1ccccc1[N+](=O)[O-])c1cccc(Br)c1	0.2%	-2.5%	6.7	nt	-10.2	0.2%	1.3	2.3%	5.0
CCc1noc(C)c1C(=O)Nc1nnc(CC(C)C)s1	-5.3%	-15.7%	0.8	-3.8	-9.4	-0.9%	0.8	-1.4%	-13.2
CCc1cc2cc3c(cc2nc1SCC(=O)N1CCN(C(=O)c2ccco2)CC1)OCO3	0.7%	1.3%	0.8	-3.2	-13.3	1.0%	-2.1	-4.6%	-1.8
CCCc1cc(C(=O)Nc2ccc(Cl)cn2)cs1	-2.5%	-3.7%	2.0	-13.9	11.0	2.2%	1.4	-6.5%	2.8
CCN1CCN(c2cc(C)c3cc(NC(=O)c4cc(OC)c(OC)c(OC)c4)ccc3n2)CC1	2.8%	0.3%	-1.5	8.3	7.2	-0.3%	3.1	3.1%	-0.3
CCOc1ccc2ccccc2c1C(=O)NCC(c1ccc(N(C)C)cc1)N(C)C (stereo not given)	-8.1%	5.2%	3.6	-6.7	-10.3	-5.5%	-1.4	-4.4%	2.2
CCCCCNC(=O)C1c2ccccc2Oc2ccccc21	3.0%	-12.8%	1.2	0.3	19.8	0.9%	-3.6	-4.1%	-6.9
CCC(=O)c1ccc(OCC(=O)N(C)CC(=O)Nc2cccc(F)c2)cc1	2.0%	4.4%	2.4	-3.7	-16.2	0.8%	0.0	-3.1%	-6.3
O=S(=O)(Nc1ccc(N2CCCCC2)cc1)c1ccc(F)cc1F	-1.3%	8.6%	2.5	4.0	3.6	-0.1%	10.3	-6.3%	1.2
OCCNC(=S)Nc1cccc(Cl)c1Cl	-4.6%	4.8%	0.9	4.0	-10.2	-0.3%	-4.7	-1.0%	-3.8
O=C(CNC1CCCCCC1)Nc1ccccc1N1CCCCC1	-8.5%	-15.0%	-0.7	-11.6	32.9	-0.1%	-3.6	7.9%	6.0
Cc1cc(Br)ccc1SCC(=O)N1CCN(S(=O)(=O)c2ccccc2)CC1	-0.6%	-24.7%	7.0	-2.9	3.7	0.4%	-1.9	-3.7%	-7.7
O=C(NCC(c1ccco1)N1CCOCC1)c1ccc(Cl)cc1 (stereo not given)	3.8%	6.8%	1.7	5.3	13.7	-0.4%	-3.0	-2.0%	-10.8
COc1ccc(NC2=C(c3ccc(OC)cc3)C(=O)c3ccccc32)cc1	0.3%	4.6%	-1.2	nt	-17.6	1.1%	-3.4	-0.6%	-7.3
O=C(CSc1ncnc2[nH]ncc12)Nc1cccc(Oc2ccccc2)c1	-12.7%	4.9%	7.2	0.2	-22.7	2.3%	-0.8	-4.1%	-3.5
CCN(CC)S(=O)(=O)c1nnc(NC(=O)COc2ccccc2Cl)s1	-2.3%	-4.5%	1.1	9.0	1.3	-0.7%	-10.9	0.4%	-0.8
NC(=O)CNC(=O)[C@@H]1CC2(CC(c3ccccc3)=NO2)CN1C(=O)c1ccc(Br)cc1 (stereo not given in full)	2.6%	-0.4%	2.9	15.3	5.5	1.8%	-0.5	-3.7%	2.4
COc1ccc(Cl)cc1NC(=O)c1[nH]nc(OC)c1[N+](=O)[O-]	-10.4%	4.0%	2.6	1.5	6.6	1.4%	-6.6	4.3%	0.2
CC(NC(=O)c1cc(COc2ccc3ncccc3c2)on1)c1ccc(F)cc1 (stereo not given)	6.4%	0.7%	17.0	0.3	-26.0	0.3%	-2.7	-5.5%	-2.4

Just LDHA block, D1 PAM and RXFP1 agonist, for 2 of the compounds above:
| SMILES | LDHA block | D1 PAM | RXFP1 agonist |
| --- | --- | --- | --- |
| Cc1cc(Br)ccc1SCC(=O)N1CCN(S(=O)(=O)c2ccccc2)CC1 | -1.9 | -7.7 | 0.4% |
| O=C(NCC(c1ccco1)N1CCOCC1)c1ccc(Cl)cc1 (stereo not given) | -3.0 | -10.8 | -0.4% |

Of the compounds above, these have an aryl thioether with sulfur outside any ring.
SMILES	Vif-APOBEC3G blk	Vif-APOBEC3F blk	D1 ag	D2 potentiator	D1 antagonist	RXFP1 agonist	LDHA block	Glioma ERSR ind	D1 PAM
CCOC(=O)c1ccc(N2C(=O)CC(Sc3nnc(C)s3)C2=O)cc1 (stereo not given)	0.4%	nt	1.7	-3.9	-20.7	-1.2%	-1.7	-3.9%	-9.2
Cc1cc(SCC(=O)N(C)C2CCS(=O)(=O)C2)nc2c(C)cccc12 (stereo not given)	-9.3%	0.2%	0.8	-4.3	-3.1	13.7%	-2.5	-2.6%	-4.3
CCc1cc2cc3c(cc2nc1SCC(=O)N1CCN(C(=O)c2ccco2)CC1)OCO3	0.7%	1.3%	0.8	-3.2	-13.3	1.0%	-2.1	-4.6%	-1.8
Cc1cc(Br)ccc1SCC(=O)N1CCN(S(=O)(=O)c2ccccc2)CC1	-0.6%	-24.7%	7.0	-2.9	3.7	0.4%	-1.9	-3.7%	-7.7
O=C(CSc1ncnc2[nH]ncc12)Nc1cccc(Oc2ccccc2)c1	-12.7%	4.9%	7.2	0.2	-22.7	2.3%	-0.8	-4.1%	-3.5

Continued.
SMILES	Vif-APOBEC3G blk	Vif-APOBEC3F blk	D1 ag	D2 potentiator	D1 antagonist	RXFP1 agonist	LDHA block	Glioma ERSR ind	D1 PAM
C=C1C(=O)[C@@]23[C@H](O)C[C@@H]4C(C)(C)CC[C@H](O)[C@@]4(C)[C@@H]2CC[C@@H]1[C@H]3O	?	1.8%	0.2	-4.4	28.2	-0.8%	-4.5	-11.2%	0.6
CC(C)c1ccc(NC2CCCN(C(=O)CSc3nncn3C)C2)cc1 (stereo not given)	-0.3%	-3.5%	0.8	-3.3	-0.4	-2.5%	2.7	-1.7%	-1.3
O=S(=O)(N/N=C/c1ccc2c(c1)OCO2)c1ccc(Br)cc1	0.5%	-6.9%	2.3	-13.2	28.5	-1.3%	-1.7	4.6%	-2.0
COc1ccc(NC(=O)C2CCCN2S(=O)(=O)c2ccc3c(c2)CCCC(=O)N3)cc1Cl (stereo not given)	4.4%	7.3%	0.8	4.4	-6.5	-1.1%	-2.0	1.5%	3.0
COc1ccc(C(=O)CSc2nnc(Cc3ccccc3)o2)cc1	-1.1%	2.8%	6.5	1.5	-4.6	0.1%	-8.4	-0.9%	-3.5
CCCCCCSc1ccc([C@@H]2[C@H]3C(=O)N(CC)C(=O)[C@H]3[C@]3(C(=O)OC)CCCCN23)cc1OC	-6.0%	-4.8%	nt	nt	nt	nt	2.4	-1.5%	nt
Cn1c(CNC(=O)c2ccco2)nnc1SCC(=O)N1c2ccccc2Sc2ccccc21	-6.1%	-8.8%	0.1	2.6	-11.0	0.2%	-3.2	-5.6%	-5.0
COc1ccc(COc2ccc(S(=O)(=O)N3CCCC3)cc2C(N)=O)cc1F	-2.7%	1.0%	-1.0	30.4*	-4.2	-0.1%	-1.4	-1.9%	-3.9
C[C@H](CO)N1C[C@H](C)[C@@H](CN(C)Cc2ccc(Oc3ccccc3)cc2)Oc2c(NC(=O)c3ccncc3)cccc2C1=O	-4.3%	-4.8%	nt	nt	nt	nt	-3.2	-1.9%	nt
CCCN(Cc1ccc(N(CC)CC)cc1)CC1CC1	-0.6%	-3.5%	3.6	-7.8	39.6	0.7%	7.4	-4.3%	-3.0
CCOC(=O)CN1CCC(C2(c3cc4ccccc4[nH]3)OCCO2)CC1	-3.1%	-0.7%	nt	nt	nt	nt	-5.5	-3.0%	nt
